High-throughput results: PubChem, several laboratories
NCF1 inh: inhibitors of human p47phox binding; inhibition, % at 24.7 µM; P14598; p47phox/p22phox peptide binding, fluorescence polarization, 2 h; 220,000 compounds, 0.53% hits;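 active = inhibition above about 30%, limit read from the data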;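 also: 0% = p47phox with labelled peptide and 100% = labelled peptide alone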
Target sequence (P14598 whole entry, looked up): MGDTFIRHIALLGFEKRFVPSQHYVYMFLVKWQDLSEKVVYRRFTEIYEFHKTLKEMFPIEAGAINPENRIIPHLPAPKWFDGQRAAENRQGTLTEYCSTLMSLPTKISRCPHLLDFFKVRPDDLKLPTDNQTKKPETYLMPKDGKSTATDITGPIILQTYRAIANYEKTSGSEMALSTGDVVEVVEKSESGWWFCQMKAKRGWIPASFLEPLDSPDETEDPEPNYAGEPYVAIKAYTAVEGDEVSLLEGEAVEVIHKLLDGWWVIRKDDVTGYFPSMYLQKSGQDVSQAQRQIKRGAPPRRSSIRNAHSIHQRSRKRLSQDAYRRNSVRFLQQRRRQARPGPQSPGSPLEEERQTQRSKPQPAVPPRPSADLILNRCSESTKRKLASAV
BaF3 tox: parental Ba/F3 viability inhibition as JAK2V617F counter-screen | 220,000 compounds, 1.1% hits | CellTiter-Glo ATP luminescence | inhibition, % at 5.6 µM;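 active = inhibition above a per-campaign cutoff, the mean inhibition of all tested compounds plus 3 SD, cut at about 27% in these data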;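 also: 0% = DMSO wells and 100% = JAK Inhibitor I control wells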
NPY-Y2 PAM-ag: potentiators or agonists of human neuropeptide Y receptor Y2; P49146; cells expressing NPY-Y2, potentiator/agonist read-out; activation, % at 3.6 µM; 220,000 compounds, 0.45% hits; in the data active = activation above about 27%;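 also: cells stimulated with NPY near EC25 plus isoproterenol at EC100; 0% = vehicle plus submaximal agonist and 100% = vehicle plus saturating agonist; some results beyond the cut were filed as inactive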
Target sequence (P49146 whole entry, looked up): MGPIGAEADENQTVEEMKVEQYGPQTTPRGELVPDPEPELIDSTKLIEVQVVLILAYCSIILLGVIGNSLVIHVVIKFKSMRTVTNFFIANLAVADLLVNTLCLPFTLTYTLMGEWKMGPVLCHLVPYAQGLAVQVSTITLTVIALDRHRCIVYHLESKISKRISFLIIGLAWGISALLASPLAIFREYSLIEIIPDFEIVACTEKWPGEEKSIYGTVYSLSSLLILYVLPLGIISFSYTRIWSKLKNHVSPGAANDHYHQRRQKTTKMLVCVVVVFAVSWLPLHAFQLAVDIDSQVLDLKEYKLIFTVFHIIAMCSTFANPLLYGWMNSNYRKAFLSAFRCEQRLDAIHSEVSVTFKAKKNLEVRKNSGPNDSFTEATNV
S1P4 antag: antagonists of human S1P4 receptor; 220,000 compounds, 0.26% hits; O95977; S1P4-expressing cells, antagonist mode, reporter read-out; inhibition, % at 4.98 µM; in the data active = inhibition above about 29%;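 also: 0% = wells stimulated with agonist and 100% = vehicle wells without agonist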
CHOP inh: CHOP inhibition in unfolded protein response. CHO-K1 CHOP-promoter luciferase, tunicamycin-induced, 15-18 h. inhibition, % at 10 µM. 220,000 compounds, 3.8% hits. AID 2732;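 active = compounds that reduced the stress-induced luciferase reporter signal by more than about 70% of percent inhibition, limit read from the data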;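 also: 0% = tunicamycin plus vehicle and 100% = wells without tunicamycin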
NPY1 pot ag: human NPY-Y1 potentiation or agonism, primary screen. NPY-Y1 expressing cells, potentiator/agonist activation. activation, % at 3.6 µM. 220,000 compounds, 0.37% hits; in the data active = activation above about 33%, passing the limit was not always enough;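 also: cells stimulated with NPY at EC10 then isoproterenol at EC100; 0% = low agonist plus stimulus and 100% = saturating agonist plus stimulus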
NPY Y1 blocker: NPY-Y1 (human) receptor antagonism; P25929; HEK293-CNG Y1 cells, membrane potential fluorescence; NPY at EC95, then isoproterenol; inhibition, % at 3.6 µM; 200,000 compounds, 1% hits; AID 1040;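 active = inhibition above the campaign mean inhibition of all tested compounds plus 3 SD, cut at about 20% in these data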;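 also: 0% = DMSO wells given NPY plus isoproterenol and 100% = isoproterenol alone without NPY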
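material = HEK293 cells with Y1 receptor plus CNG channel | also added = NPY 25 nM then isoproterenol 1 µM plus Ro 20-1724 25 µM | schedule = dye 3 h, compound 60 min room temperature, stimulation 45 min | measured by = membrane potential fluorescence | benchmarks = high control isoproterenol alone, low control NPY with isoproterenol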
S1P4 ag: agonists of human S1P4 receptor; activation, % at 4.98 µM; S1P4-expressing cell line, agonist reporter assay; AID 1509; 220,000 compounds, 0.35% hits; in the data active = activation above about 11%;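 also: 0% = DMSO vehicle and 100% = reference agonist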
Ba/F3 V617F tox: lowers viability of Ba/F3 cells expressing EpoR and JAK2V617F. 220,000 compounds, 1.1% hits. inhibition, % at 5.6 µM. AID 1446. ATP luminescence;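 active = inhibition above the campaign mean plus 3 SD over all tested compounds, cut at about 24% in these data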;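 also: cytokine-independent growth of Ba/F3 cells driven by EpoR plus mutant JAK2; 0% = DMSO-treated cells and 100% = JAK inhibitor I control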
Active calls of the source: *; · = no result given.

The first three entries as a preview:
SMILES	NCF1 inh	BaF3 tox	NPY-Y2 PAM-ag	S1P4 antag	CHOP inh	NPY1 pot ag	NPY Y1 blocker	S1P4 ag	Ba/F3 V617F tox
CCCCN1C(=O)C2ON(c3ccccc3C)C(c3ccco3)C2C1=O (stereo not given)	-1	6	-7	1	34	-6	6	3.2	5
O=C(CN1C(=O)c2ccccc2C1=O)Nc1sc2c(c1C(=O)NCC1CCCO1)CCC2 (stereo not given)	-7	2	12	-2	-36	-2	-3	0.5	0
O=C(NCc1ccco1)c1ccc(=O)oc1	2	2	-2	2	14	-2	3	3.0	2

The list itself, from the start:
SMILES	NCF1 inh	BaF3 tox	NPY-Y2 PAM-ag	S1P4 antag	CHOP inh	NPY1 pot ag	NPY Y1 blocker	S1P4 ag	Ba/F3 V617F tox
CCCCN1C(=O)C2ON(c3ccccc3C)C(c3ccco3)C2C1=O (stereo not given)	-1	6	-7	1	34	-6	6	3.2	5
O=C(CN1C(=O)c2ccccc2C1=O)Nc1sc2c(c1C(=O)NCC1CCCO1)CCC2 (stereo not given)	-7	2	12	-2	-36	-2	-3	0.5	0
O=C(NCc1ccco1)c1ccc(=O)oc1	2	2	-2	2	14	-2	3	3.0	2
COc1cc(/C=C(/C#N)c2nc3ccccc3[nH]2)ccc1Oc1ncccc1[N+](=O)[O-]	-6	3	4	-4	92*	34	3	1.4	-2
CC(C)Cc1nc(SCC(=O)NCc2ccccc2)n[nH]1	-15	0	10	2	15	-1	6	-3.5	-6
O=C(NC1CCCCC1)N1CCC(c2nc3ccccc3[nH]2)CC1	-10	6	-5	-7	9	10	0	2.5	4
CCC(=O)Nc1cccc(-c2cnc3ccccc3n2)c1	-17	5	-4	2	4	-19	8	4.3	3
Cc1ccc(-n2nnnc2SCC(=O)N2CC(=O)Nc3ccccc32)cc1	-16	1	20	-6	13	-15	-4	1.5	-3
Cc1ccc(S(N)(=O)=O)cc1NC(=O)/C=C/c1ccc2c(c1)OCO2	-5	5	-18	2	2	-6	1	0.1	3
COc1ccccc1N1CCN(C(=O)CN2C(=O)c3ccccc3C2=O)CC1	7	10	8	-12	-8	11	1	0.5	0
COc1cc(CNCCN2CCOCC2)ccc1OCC(=O)NC(C)(C)C	0	9	-6	-17	9	-12	5	1.9	1
Cc1cc(-n2c(=O)c(C#N)cc3c(=O)n4cccc(C)c4nc32)no1	-6	10	3	-7	13	6	-3	1.8	2
Cc1cc(C(=O)N/N=C/c2ccc(-c3cccc(Cl)c3Cl)o2)n[nH]1	-17	8	-2	-9	101*	-8	-2	-1.2	2
O=C(O)Cn1ncc2ccccc2c1=O	-3	3	-2	8	-12	-27	4	1.0	3
CCCCC(CCC(=O)O)(C(=O)OCC)c1csc(N)n1 (stereo not given)	-3	4	-6	7	-13	-26	-2	-1.9	-4
O=C(c1cnc2n(c1=O)CCS2)N1CCCc2ccccc21	-4	2	0	-24	10	-20	3	0.8	0
COc1ccc(CNC(=O)c2ccc(NC(=O)C3CCCO3)cc2)cc1 (stereo not given)	3	3	3	-7	-20	2	-1	0.3	-2
CCOC(=O)c1c(NC(=O)C2c3ccccc3Oc3ccccc32)sc(C(N)=O)c1C	2	3	0	-1	3	-1	4	0.2	-1
O=C(O)C1Nc2c(O)cc(Cl)c([N+](=O)[O-])c2C2C=CCC12 (stereo not given)	22	11	-2	10	10	-6	-4	1.2	1
CN(C)C=NC(=O)c1cccn1-c1ncc(C(F)(F)F)cc1Cl	-3	3	-7	-1	11	-4	4	-0.2	0
CCCOc1ccc(C(=O)NNC(=S)NC(=O)c2cc(-c3ccccc3)nc3ccccc23)cc1	-16	1	-9	4	48	-3	2	0.6	-2
Cc1c(C)n(CCC#N)c2ccc(Cl)cc12	-7	3	-11	-9	14	-3	5	-1.2	-1
Cn1c(CCNC(=O)c2cccs2)n[nH]c1=S	-11	7	-1	-20	23	-36	1	-1.3	2
CCCC(=O)NC(=S)Nc1ccccc1C(=O)OC	14	5	-4	-23	-10	5	4	0.2	-2
COc1ccccc1N1CCN(C(=O)c2ccc(Cl)c(S(=O)(=O)NCc3ccco3)c2)CC1	-10	7	13	-5	·	17	-2	-0.6	-1
CC(=O)Nc1ccc(C(=O)c2ccccc2)cc1	-12	5	0	-16	16	-7	0	-1.1	4
CC(C)Sc1nnc(CNC(=O)C23CC4CC(CC(C4)C2)C3)n1C1CCCCC1	-17	7	-7	-5	57	-2	2	-0.5	-3
O=C(CC12CC3CC(CC(C3)C1)C2)NCc1ccncc1	-1	3	15	-4	-14	-6	3	-0.6	-2
N#CC(C(=O)Nc1ccc(Cl)c(Cl)c1)=C1Nc2ccccc2N1	-10	5	2	7	73*	27	-5	1.0	-1
Cc1ccc(NS(=O)(=O)c2ccc(N3C(=O)CCC3=O)cc2)cc1	-14	7	-14	-3	-6	-19	2	1.6	5
CCOC(=O)c1c(C)[nH]c(C(=O)COC(=O)c2[nH]c(C)c(C(C)=O)c2C)c1C	-3	3	-15	-22	97*	-6	-1	-0.1	-3
CN(C)c1ccc(C2SCCN2C(=O)c2ccc([N+](=O)[O-])cc2)cc1 (stereo not given)	-4	5	-1	-7	16	-4	-1	1.0	4
CSc1ccc(S(=O)(=O)Nc2ccc3c(c2)OCCO3)cc1	-8	8	3	-2	19	12	3	0.5	-2
CCOC(=O)c1cc(-c2ccccc2)n(CCC(=O)N2CCN(c3ccc(OC)cc3)CC2)c1C	-36	9	-1	-20	27	-31	2	0.5	-1
O=C1Cc2ccccc2C(=O)N1OCc1ccc(Cl)cc1	-1	-1	-1	-13	16	-1	0	0.5	0
Cc1cc(C=C2C(=O)c3ccccc3C2=O)c(C)n1-c1cccc(C(=O)O)c1	-24	5	-7	-4	-1	1	4	-1.3	-2
Cc1ccc2oc(-c3cccc(NC(=O)c4ccc(Br)o4)c3C)nc2c1	-8	4	-53	14	54	-52	19	0.3	2
CCOC(=O)C1=C(C)NC(=O)NC1/C=C/c1ccccc1 (stereo not given)	-2	1	-4	3	1	-2	2	0.3	-3
CCCCn1c(-c2csc(CC)c2)n[nH]c1=S	1	4	-8	-3	18	-31	3	-0.2	0
O=C1CN(C(=O)C2CC2)c2ccccc2N1	1	9	-16	-25	-1	13	-1	1.2	3
COC(=O)c1ccc(OCCOc2ccccc2)cc1	-4	5	1	-13	14	-12	6	0.8	-2
CCNCc1cc(Cl)cc(OC)c1OC(C)C	1	-2	16	-8	7	39	16	0.1	-4
COc1cc(OC)cc(-c2nnc(SCC(=O)N3CCOCC3)o2)c1	4	1	21	-4	36	-9	1	0.2	-3
COc1cccc(CC2(CO)CCCN(CC3=Cc4cc(OC)ccc4OC3)C2)c1 (stereo not given)	-29	2	-4	15	13	-13	4	2.2	-2
O=C(CCCc1nc2ccccc2s1)Nc1nccs1	-7	-1	3	-4	36	6	3	-1.1	3
Cc1nc2c3c4c(sc3n3c(SCC(=O)NCc5ccco5)nnc3n2n1)COC(C)(C)C4	-3	-2	15	-6	-27	11	-6	1.1	-5
CCO/C(C)=N/n1c2nc3ccccc3nc2c2c(=O)n(C3CCCC3)c(C)nc21	-5	3	0	-6	19	34	-1	0.3	3
CCn1c(=O)cc(C(F)(F)F)[nH]c1=S	8	0	13	4	8	-11	9	0.6	-2
Fc1cccc(NCc2ccoc2)c1	1	9	6	-11	1	12	-3	1.4	-4
C=C(C)Cn1c(C)cc(C)c(S(=O)(=O)c2ccccc2C)c1=O	-11	0	-5	1	73*	4	6	1.0	-3
CNC(=S)N(Cc1cccs1)Cc1cc2cc(OC)c(OC)cc2[nH]c1=O	-7	11	6	-10	6	-17	-2	-1.4	6
O=C(C1=C[C@@H](c2ccc3c(c2)OCO3)C[C@@H](OCc2ccc(CO)cc2)O1)N1CCOCC1	-11	0	10	0	24	9	-4	-1.4	-1
C/C(=C\C(=O)O)C12CC3CC(CC(C3)C1)C2	14	6	7	-10	2	5	-2	-0.6	-1
Cc1ccnc2nc(C(=O)Nc3nnc(CC(C)C)s3)nn12	-18	2	3	2	-14	-2	4	-2.6	1
CC(=O)Nc1ccc(NC(=O)CSc2ccc3nnc(CCNC(=O)c4ccccc4)n3n2)cc1	-7	2	11	-5	21	8	-2	-1.8	-1
CCOC(=O)C1NN=C(C(=O)c2ccccc2)C1c1ccc(Cl)cc1 (stereo not given)	-4	7	-12	-7	10	11	1	-0.3	5
NC(=S)N/N=C/c1ccccc1	20	9	1	0	5	10	1	0.6	6
Cc1ccccc1NC(=O)OCc1cccnc1Oc1ccc(Cl)cc1	3	2	-20	-18	33	-35	9	0.4	0
Cn1nc(-c2ccc(N3CCCCC3)c(NC(=O)c3ccco3)c2)c2ccccc2c1=O	-39	4	0	-19	88*	-9	1	1.1	0
CCOc1ccc(NC(=S)N(CCc2c(C)[nH]c3ccc(C)cc23)Cc2ccco2)cc1	-27	2	9	6	-19	-7	-6	-0.4	-4

Record cards, from the list above.
COc1cccc(CC2(CO)CCCN(CC3=Cc4cc(OC)ccc4OC3)C2)c1 (stereo not given) is listed with NCF1 inh: -29; BaF3 tox: 2; NPY-Y2 PAM-ag: -4; S1P4 antag: 15; CHOP inh: 13; NPY1 pot ag: -13; NPY Y1 blocker: 4; S1P4 ag: 2.2; Ba/F3 V617F tox: -2
O=C(C1=C[C@@H](c2ccc3c(c2)OCO3)C[C@@H](OCc2ccc(CO)cc2)O1)N1CCOCC1 is listed with NCF1 inh: -11; BaF3 tox: 0; NPY-Y2 PAM-ag: 10; S1P4 antag: 0; CHOP inh: 24; NPY1 pot ag: 9; NPY Y1 blocker: -4; S1P4 ag: -1.4; Ba/F3 V617F tox: -1
CCNCc1cc(Cl)cc(OC)c1OC(C)C is listed with NCF1 inh: 1; BaF3 tox: -2; NPY-Y2 PAM-ag: 16; S1P4 antag: -8; CHOP inh: 7; NPY1 pot ag: 39; NPY Y1 blocker: 16; S1P4 ag: 0.1; Ba/F3 V617F tox: -4
